Screening results: PubChem, several laboratories
human PMI inhibition – inhibitors of human PMI, primary screen, biochemical, fluorescence intensity, coupled assay (AID 1209). actives 0.42% (n = 190,000). purified PMI enzyme, coupled fluorescence intensity; higher % means a stronger effect. one-dose inhibition, % at 20 µM; IC50 in µM for titrated hits;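 note: plate controls were DMSO vehicle for no effect and wells lacking substrate for full effect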
LYP inhibition – inhibitors of LYP phosphatase, biochemical, fluorescence intensity, uHTS (AID 1779); recombinant LYP phosphatase, fluorescence intensity; higher % means a stronger effect; inhibition, % at 11.5 µM, or IC50 in µM where a hit was titrated; actives 0.054% (n = 290,000);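 note: plate controls were vehicle with enzyme for no effect and no enzyme for full effect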
XIAP displacement – small molecules displacing peptide from XIAP – biochemical, IAP family, fluorescence polarization (AID 1018); XIAP BIR domain, fluorescence polarization peptide displacement; higher % means a stronger effect; displacement, % at 20 µM, or IC50 in µM where a hit was titrated; actives 0.007% (n = 200,000); in the data active = displacement above about 50%; note: a part of the inactive calls stands beside numbers as strong as those of hits
human PMI inhibitors – MPI inhibition at elevated mannose 6-phosphate – biochemical, fluorescence intensity, high mannose 6-phosphate, primary screen (AID 1220); recombinant PMI enzyme, coupled fluorescence intensity; higher % means a stronger effect; inhibition, % at 20 µM, or IC50 in µM where a hit was titrated; actives 0.66% (n = 190,000)
P. falciparum M1AAP – P. falciparum M1AAP inhibitors, biochemical, fluorogenic H-Leu-NHMec substrate, 1536-well (AID 1445). actives 0.42% (n = 220,000). inhibition, % at 30 µM; hits with a dose series show IC50 in µM. recombinant M1AAP, H-Leu-NHMec fluorogenic kinetic assay; higher % means a stronger effect;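 active = primary inhibition above the hit cutoff, then over 50% inhibition at one or more dose response concentrations, cut at about 23% in these data, passing the limit was not always enough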;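 note: plate controls were DMSO full reaction for no effect and no enzyme background for full effect; strong numbers were not always called active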
M17LAP inhibition – P. falciparum M17LAP inhibitors, primary screen, biochemical, fluorogenic H-Leu-NHMec substrate, 1536-well (AID 1619); actives 0.38% (n = 220,000); recombinant M17LAP, H-Leu-NHMec fluorogenic kinetic assay; higher % means a stronger effect; one-dose inhibition, % at 30 µM; IC50 in µM for titrated hits;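 active = compound inhibiting the enzyme by more than half at any dose during confirmatory dose-response retesting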;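 note: plate controls were full reaction with DMSO carrier for no effect and no enzyme background for full effect; strong numbers were not always called active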
AID2073 – inhibitors of Mint1-CaV2.2 protein interaction, biochemical, HTRF (AID 2073); HTRF protein-protein interaction, Mint1-CaV2.2; higher % means a stronger effect; inhibition, % at 20 µM, or IC50 in µM where a hit was titrated; actives 0.19% (n = 290,000); in the data active = inhibition mostly above about 51%, no sharp cut-off; note: some results filed as inactive read as strong as hits
Dynein transport – dynein cargo transport inhibition; AID 1381; 3617.4 mouse cells, GR-EGFP nuclear translocation imaging; test concentration mostly 20 µM; stimulated with dexamethasone, 1 µM; hits give low values; z-score, hits read low; actives 0.47% (n = 220,000);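 active = plate z-score of nuclear minus cytoplasmic receptor signal below a set negative limit, without overly bright fluorescence or cell loss, cut at about -3.5 in these data, passing the limit was not always enough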;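 note: z-score of nuclear minus cytoplasmic ring GR-EGFP intensity difference per well; some compounds called inactive have numbers as strong as hits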
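Buffer or medium: tet-free, stripped-serum medium; Also added: dexamethasone, 1.0 µM final; Technique: high-content fluorescence imaging after fixation; Times: 48 h induction, 1 h compound, 30 min dex at 37 °C; Read-out: per-cell GR-EGFP intensity, nucleus versus surrounding cytoplasmic ring, well-averaged.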
Siah-1 displacement – Siah-1 peptide-binding antagonists, primary screen, biochemical, fluorescence polarization, rhodamine-plectin, uHTS (AID 1817). displacement, % at 20 µM; hits with a dose series show IC50 in µM. actives 0.02% (n = 290,000). Siah-1 / rhodamine-plectin peptide fluorescence polarization; higher % means a stronger effect;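 active = displacement of at least 50% at 20 µM, with a fluorescence ratio check between 0.3 and a set limit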;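 note: plate controls were Siah plus tracer with DMSO for no effect and tracer alone without Siah for full effect; strong numbers were not always called active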
Dynein transport cytoplasmic EGFP – also measured in Dynein transport; calls as there; z-score; measured here: cytoplasmic GR-EGFP intensity; hits give high values
Dynein transport nuclear GR-EGFP – further read-out of Dynein transport, marked with its call; z-score; measured here: nuclear GR-EGFP intensity;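 lower value marks the stronger effect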
Dynein transport cell count – further read-out of Dynein transport, marked with its call; z-score; measured here: cell count per field
Active calls of the source: *; · = not tested or not shown. Cut-off read from the data, not from the text of the source, unless noted: active = inhibition above about 50%; inactive = the rest.

SMILES | human PMI inhibition | LYP inhibition | XIAP displacement | human PMI inhibitors | P. falciparum M1AAP | M17LAP inhibition | AID2073 | Dynein transport | Dynein transport cytoplasmic EGFP | Dynein transport nuclear GR-EGFP | Dynein transport cell count | Siah-1 displacement
O=C(Nc1ccc(Cl)cc1)N1CCSC1=NCc1ccccc1 | · | -6.3% | · | · | -3.4% | 10.6% | -6.7% | 0.155 | -0.262 | 0.16 | 0.443 | -1.2%
CCCn1c(=N)n(CC(O)c2ccc(C)cc2)c2ccccc21 (stereo unspecified) | · | -3.5% | · | · | 3.0% | 0.1% | 2.3% | -0.464 | -0.199 | -0.134 | 0.883 | 0.1%
Nn1c(SCC(=O)NC2CCCC2)nnc1-c1ccccc1F | -0.6% | -6.9% | -1.4% | -8.2% | 13.1% | 8.4% | -5.9% | 0.239 | 0.136 | 0.0903 | 0.789 | -0.3%
CC(C)NC(=O)Cn1cc(C(=O)C2CC2)c2ccccc21 | -0.2% | -9.5% | -5.6% | 3.3% | 5.9% | 13.7% | -2.1% | -0.572 | -0.346 | 0.058 | 0.791 | 8.2%
O=C(Nc1ccc(Cn2cccn2)cc1)c1ccc(COc2ccccc2Br)cc1 | 14.1% | -4.3% | -10.2% | 8.0% | -2.0% | -3.8% | 6.1% | 0.25 | -0.174 | 0.528 | 0.227 | 3.8%
Nc1nnc(CC(c2ccccc2)c2ccccc2)s1 | 5.5% | -0.3% | -4.1% | 1.3% | -3.2% | 0.8% | 18.0% | -0.677 | 0.209 | -0.0772 | 0.948 | 2.8%
O=C(O)COc1ccccc1/C=N/NC(=O)CSc1nnc(SCc2cccc3ccccc23)s1 | · | -4.7% | · | · | 11.9% | 10.7% | 18.8% | -0.091 | -0.253 | 0.534 | -0.0146 | -0.8%
Cc1ccc(Cn2nnc(C(=O)Nc3cccc(C)c3C)c2N)cc1 | 10.3% | 2.3% | -7.5% | 7.5% | 17.5% | -9.6% | 1.8% | -0.696 | -0.202 | 0.193 | 0.709 | 4.2%
O=C(CSc1nnc2scc(-c3ccccc3)n12)NCc1ccco1 | -9.8% | 0.0% | -2.8% | -4.4% | 2.4% | 2.1% | -0.7% | -0.469 | -0.21 | 0.698 | 0.291 | -1.5%
COc1ccc2c(c1)N(C(=O)CN1C(=O)C3CCCCC3C1=O)C(C)(C)C=C2C (stereo unspecified) | 0.4% | -2.5% | -4.8% | 1.3% | -1.5% | 3.8% | 0.5% | 0.998 | -0.248 | 0.363 | 0.11 | -1.1%
Nn1c(Cc2ccccc2)n[nH]c1=S | 14.8% | -5.7% | -11.6% | 18.4% | 6.0% | 4.4% | -0.5% | -0.266 | -0.308 | 0.00638 | 0.231 | 5.1%
CC1CCN(S(=O)(=O)c2ccc(NC(=O)c3cccs3)cc2)CC1 | 6.7% | -6.9% | -7.0% | 9.8% | -0.9% | 1.2% | 5.3% | 1.07 | -0.111 | 1.46 | -0.723 | 2.8%
COC(=O)[C@H](CC(C)C)NC(=O)Nc1cccc(Br)c1 | 12.5% | -1.8% | -17.1% | 5.1% | -5.8% | -1.6% | -0.4% | 0.881 | 0.31 | 1.25 | -1.14 | 1.1%
O=C(NCCC1=CCCCC1)C1CCCN(S(=O)(=O)c2ccccc2)C1 (stereo unspecified) | 10.1% | 0.1% | -7.2% | 12.7% | -2.4% | 1.8% | -1.4% | -0.835 | -0.248 | -0.384 | 0.693 | 1.8%
CCCn1cc(CN2CCC(Cc3cccc(F)c3)(C(=O)OCC)CC2)c(C)n1 | · | -10.4% | · | · | -2.9% | -1.1% | -10.1% | 0.323 | -0.183 | 0.587 | -0.203 | -1.2%
CCn1c2ccccc2c2cc(NC(C)=O)ccc21 | 1.0% | -9.3% | -3.0% | -2.4% | 5.2% | 5.8% | -1.4% | -0.775 | 1.05 | -0.435 | 0.74 | 1.8%
CC(NCc1cccc(S(=O)(=O)N(C)C)c1)c1ccc(F)cc1 (stereo unspecified) | · | -9.0% | · | · | 7.2% | 7.2% | -0.6% | -0.78 | -0.25 | -0.344 | 1.26 | -1.7%
O=S(=O)(c1cccc(NC(=S)NCc2ccco2)c1)N1CCOCC1 | -3.1% | -5.3% | -4.2% | -8.9% | 1.1% | -4.3% | -12.7% | 0.0814 | -0.233 | 0.347 | 0.224 | 0.8%
COc1ccccc1Nc1nc(N)nc(CN2CCN(c3ccccc3F)CC2)n1 | -6.2% | -1.8% | 1.1% | -27.9% | 9.6% | 9.3% | 13.9% | -0.424 | -0.219 | -0.247 | 0.737 | 4.0%
CC1(C)CC(=O)C2=C(C1)N(c1ccc(F)cc1)C(=O)CC2c1ccccc1 (stereo unspecified) | 10.5% | -10.7% | -5.4% | 7.7% | 2.4% | 1.9% | -7.8% | 1.94 | -0.107 | 0.881 | -0.872 | 4.4%
COc1ccc(C(=O)NCc2cc(C)nc3ccccc23)cc1OC | -42.2% | -4.6% | -6.4% | -26.0% | 0.9% | 4.9% | 9.3% | -1.09 | -0.104 | -0.669 | 0.465 | 6.4%
c1ccc(Nc2n[nH]nc2-c2ccccc2)cc1 | 8.8% | -4.5% | 3.5% | 9.9% | -0.1% | -1.2% | -5.6% | -0.235 | -0.193 | 0.118 | -0.45 | -0.9%
CCCCN(CC)CCNc1c(N2CCN(C(=O)OCC)CC2)c(=O)c1=O | -9.2% | 1.8% | -3.9% | -12.4% | 3.8% | 4.0% | 7.7% | 0.00922 | -0.167 | 0.292 | -0.876 | 0.3%
Cc1ccc(C(=O)CSc2nc3ccccc3c(=O)n2N)o1 | -8.7% | -9.1% | -5.9% | -7.5% | 17.0% | 20.8% | -3.5% | -0.899 | -0.192 | -0.287 | 0.5 | -4.1%
O=C(NC(=S)Nc1c(F)cc(F)cc1Br)c1ccc2c(c1)OCCO2 | 12.0% | 7.6% | -6.4% | 0.9% | 2.2% | -2.1% | -4.4% | -0.82 | 0.737 | -0.272 | 0.751 | -1.9%

As a working copy, part of the list above.
SMILES | human PMI inhibition | LYP inhibition | XIAP displacement | human PMI inhibitors | P. falciparum M1AAP | M17LAP inhibition | AID2073 | Dynein transport | Dynein transport cytoplasmic EGFP | Dynein transport nuclear GR-EGFP | Dynein transport cell count | Siah-1 displacement
CC(NCc1cccc(S(=O)(=O)N(C)C)c1)c1ccc(F)cc1 (stereo unspecified) | · | -9.0% | · | · | 7.2% | 7.2% | -0.6% | -0.78 | -0.25 | -0.344 | 1.26 | -1.7%
O=S(=O)(c1cccc(NC(=S)NCc2ccco2)c1)N1CCOCC1 | -3.1% | -5.3% | -4.2% | -8.9% | 1.1% | -4.3% | -12.7% | 0.0814 | -0.233 | 0.347 | 0.224 | 0.8%

New compounds follow:
SMILES | human PMI inhibition | LYP inhibition | XIAP displacement | human PMI inhibitors | P. falciparum M1AAP | M17LAP inhibition | AID2073 | Dynein transport | Dynein transport cytoplasmic EGFP | Dynein transport nuclear GR-EGFP | Dynein transport cell count | Siah-1 displacement
Cc1ccc(O)c(CNc2nc3ccccc3n2C)c1 | 12.0% | -1.4% | -1.1% | 5.0% | 8.4% | 5.6% | 33.5% | -0.443 | -0.344 | -0.0527 | 0.225 | 7.9%
COc1ccc(C)cc1S(=O)(=O)N(C)CC(=O)Nc1ccc2c(c1)OCO2 | 7.5% | 3.9% | 0.2% | 8.8% | 8.2% | 4.8% | 3.4% | -1.16 | -0.17 | -0.646 | 0.342 | 2.2%
CC(C)C1=C2OC(N)=C(C#N)C(C#N)=C2C(C)CC1 (stereo unspecified) | 12.9% | -9.4% | -7.4% | 28.8% | 13.3% | -35.8% | -6.4% | -1.1 | -0.0849 | -0.573 | 1.62 | -3.5%
N#Cc1c(-c2ccccc2)nc2n(c1=O)CCS2 | -5.1% | -3.0% | -3.7% | -3.7% | 4.0% | 14.4% | -1.8% | -0.867 | -0.106 | -1.11 | -0.329 | 4.1%
CCOC(=O)c1[nH]c2ccc(F)cc2c1NC(=O)C(C)N1CCc2cc(OC)c(OC)cc2C1 (stereo unspecified) | -11.4% | 6.2% | -7.0% | -44.7% | -8.2% | -12.0% | -1.1% | -1.14 | -0.146 | -0.345 | 0.0491 | 1.4%
Oc1ccc2ccccc2c1Br | 13.2% | -6.3% | -1.6% | 52.5%* | 8.6% | 15.0% | -6.9% | -0.282 | -0.36 | 0.0451 | 0.649 | 3.8%
Cc1ccc(S(=O)(=O)Cc2ccc(C(=O)N3CCCCCC3)o2)cc1 | 12.9% | -9.3% | -4.7% | 6.7% | -2.9% | -8.9% | 4.9% | 0.278 | -0.187 | 0.22 | -0.0312 | 2.0%
Cc1ccc(NC(=O)CN(C)Cc2nc3c(Br)cc(Br)cc3c(=O)[nH]2)cc1 | 17.1% | -0.8% | 0.1% | 16.2% | -1.2% | 9.2% | 23.6% | -0.515 | -0.247 | -0.4 | 0.989 | -4.9%
CCC1S/C(=C(\C#N)C(=O)NCc2ccco2)N(c2ccc(Br)cc2)C1=O (stereo unspecified) | 7.9% | 1.8% | -2.3% | -1.6% | 11.2% | 3.8% | 3.2% | -0.288 | -0.171 | -0.296 | 0.142 | 12.8%
CCOc1cc(/C=N/N2CCOCC2)ccc1OCc1ccc(C(=O)OC)o1 | -14.3% | 6.0% | -2.4% | -6.5% | 2.3% | -1.8% | -13.6% | 2.21 | -0.267 | 0.942 | -1.7 | 0.1%
O=C(CCc1ccc(S(=O)(=O)NCc2ccccc2)cc1)NCc1ccc2c(c1)OCO2 | 10.1% | -6.0% | -4.1% | 3.5% | -2.4% | 3.0% | -9.0% | -0.748 | -0.28 | -0.216 | 1.06 | 7.4%
CCOC(=O)c1sc(=S)n(CC)c1NC(=O)c1ccccc1 | · | -7.2% | · | · | 16.3% | 8.1% | -10.2% | -0.308 | 0.381 | -0.0773 | 0.739 | 17.2%
Cc1cccc(C)c1NC(=O)CCCSc1nnnn1C | 8.7% | 2.6% | -2.9% | 8.8% | 6.3% | 13.2% | -0.1% | 0.653 | -0.108 | 0.473 | -0.45 | 4.6%
CC(C)CCNC(=O)C1CCC(=O)N1C(C)C (stereo unspecified) | -5.5% | -2.9% | -3.3% | 16.8% | -4.7% | -2.7% | -2.8% | 0.485 | -0.247 | -0.77 | 0.252 | -1.1%
CCNC(=S)Nc1scc(-c2ccccc2)c1C(=O)OCC | 28.5% | 3.2% | -6.9% | 52.2%* | 9.7% | 23.3% | 1.9% | -0.592 | -0.308 | -0.324 | 0.22 | 6.7%
COc1ccccc1NC(=O)C(CC(C)C)NC(=O)C1CCCCC1 (stereo unspecified) | 1.0% | -3.2% | -4.8% | -4.1% | 13.6% | -1.1% | 4.1% | 0.0985 | -0.185 | 0.241 | 0.0339 | -3.7%
CC(=O)Nc1ccc(S(=O)(=O)Nc2cc(C)c(-n3nc4ccccc4n3)cc2O)cc1 | 2.8% | -3.7% | -1.5% | 2.5% | 9.8% | -1.3% | 13.8% | -0.0644 | -0.0268 | -0.0348 | 0.737 | 3.1%
